BioA inh: blocks M. tuberculosis BioA enzyme activity; purified M. tuberculosis BioA enzyme, plate reader; inhibition, % at 9.99 µM; actives 0.096% (n = 360,000); in the data active = inhibition above about 40%
* marks the source's active call; other numbers are inactive results. Some of the compounds tested; the hit share may differ from the screen's.

SMILES	BioA inh
CO[C@@H]1CN(C)C(=O)c2ccc(NC(=O)c3ccc(Oc4ccccc4)cc3)cc2OC[C@H](C)NC[C@H]1C	2.2
C/C=C/c1ccc([C@H]2[C@@H](CO)N(C(=O)CC)[C@H]2CNC(=O)CC)cc1	-3.7
CCC(=O)N1C[C@@H]2[C@H](c3ccccc31)[C@H](CO)N2C(=O)CC1CC1	5.5
COc1ccc(NC(=O)Nc2ccc3c(c2)C(=O)N([C@@H](C)CO)C[C@H](C)[C@H](CN(C)S(=O)(=O)c2cn(C)cn2)OCCCC[C@@H](C)O3)cc1	-3.8
COc1ccc(S(=O)(=O)Nc2ccc3c(c2)C(=O)N([C@H](C)CO)C[C@@H](C)[C@H](CN(C)S(=O)(=O)c2ccc(Cl)cc2)OCCCC[C@@H](C)O3)cc1	-3.0
COCC(=O)N(C)C[C@H]1Oc2cc(-c3ccc(OC)cc3)ccc2S(=O)(=O)N([C@@H](C)CO)C[C@@H]1C	0.1
COc1ccc(CN(C)C[C@H]2Oc3ccc(NC(=O)Nc4ccc(OC)cc4)cc3C(=O)N([C@@H](C)CO)C[C@@H]2C)cc1	3.5
C[C@H](CO)N1C[C@H](C)[C@@H](CN(C)C(=O)Cc2ccccc2)OCc2ccccc2-c2ccccc2C1=O	0.4
C[C@H](CO)N1C[C@H](C)[C@H](CN(C)C(=O)C2CCOCC2)Oc2ncc(-c3ccccc3)cc2C1=O	-3.0
Cc1noc(C)c1S(=O)(=O)Nc1ccc2c(c1)C(=O)N([C@H](C)CO)C[C@H](C)[C@H](CN(C)S(=O)(=O)c1ccc(F)cc1)OCCCC[C@@H](C)O2	0.6
COc1ccc(NC(=O)Nc2ccc3c(c2)CC(=O)N([C@@H](C)CO)C[C@H](C)[C@@H](CN(C)C(=O)Nc2ccccc2)O3)cc1	2.0
COc1ccc(CN(C)C[C@@H]2Oc3ccc(NC(=O)Nc4cccc5ccccc45)cc3CC(=O)N([C@H](C)CO)C[C@H]2C)cc1	-0.6
C[C@H](CO)N1C[C@H](C)[C@H](CN(C)C(=O)CCCN(C)C)OCCCC[C@H](C)Oc2ccc(NC(=O)Cc3ccccc3)cc2C1=O	0.5
CCN(C[C@H]1[C@H](c2ccc(C3=CCCCC3)cc2)[C@H](CO)N1CC1CC1)C(C)=O	0.2
CN(C)C(=O)[C@H]1[C@H](CO)[C@H]2Cn3c(ccc(-c4ccccc4F)c3=O)[C@@H]1N2C(=O)c1cccnc1	0.4
N#C[C@H]1[C@@H](c2ccccc2)[C@@H](CO)N1C(=O)c1ccccc1F	-0.4
O=C(C[C@@H]1CC[C@H](NS(=O)(=O)c2ccc(F)cc2)[C@H](CO)O1)N1CCN(c2ccccc2)CC1	0.1
COC(=O)[C@H]1[C@H](CO)[C@H]2Cn3c(ccc(-c4ccccc4F)c3=O)[C@H]2N1Cc1ccncc1	-2.2
C/C=C/c1ccc([C@@H]2[C@@H](CO)N(C(=O)NCCC)[C@@H]2CNC(=O)C2CC2)cc1	-0.7
O=C(NCC[C@@H]1CC[C@@H](NS(=O)(=O)Cc2ccccc2)[C@@H](CO)O1)C1CCC1	-3.5
CCC(=O)N1C[C@H](O)COC[C@@H]2O[C@@H](CC(=O)NCC3CCCCC3)CC[C@H]21	1.2
C[C@H](O)C#Cc1ccc2c(c1)O[C@H](CN(C)C(=O)c1ccccc1)[C@@H](C)CN([C@H](C)CO)S2(=O)=O	0.7
COC(=O)[C@H]1N[C@H]2c3ccc(C4=CCCCC4)c(=O)n3C[C@H]2[C@@H]1CO	0.4
C[C@@H]1CN([C@H](C)CO)S(=O)(=O)c2ccc(C#CC3CC3)cc2O[C@@H]1CN(C)Cc1ccccc1F	-1.4
O=C(NCC1CC1)[C@@H]1[C@@H](CO)[C@@H]2Cn3c(cccc3=O)[C@H]1N2CCc1ccccc1	-2.1
O=C(Nc1ccc(F)cc1)N1C[C@H]2[C@@H](c3ccccc31)[C@H](CO)N2Cc1ccccc1	-3.9
COc1ccccc1-c1cnc2c(c1)C(=O)N([C@@H](C)CO)C[C@@H](C)[C@@H](CN(C)C(=O)CC1CC1)O2	-3.4
CCCNC(=O)Nc1ccc2c(c1)C(=O)N(C)C[C@@H](OC)[C@H](C)CN(C(=O)c1ccccc1F)[C@H](C)CO2	-0.9
COc1ccccc1-c1cnc2c(c1)C(=O)N([C@H](C)CO)C[C@@H](C)[C@@H](CN(C)C(C)=O)O2	2.3
CN(C)C(=O)C[C@@H]1CC[C@H]2[C@@H](COC[C@@H](O)CN2Cc2nccs2)O1	-0.1
C[C@H]1CN([C@@H](C)CO)S(=O)(=O)c2ccc(-c3cncnc3)cc2O[C@@H]1CN(C)C(=O)Cc1ccccc1	1.9
C[C@H](CO)N1C[C@H](C)[C@H](CN(C)Cc2ccc3c(c2)OCO3)Oc2ccc(NC(=O)c3ccncc3)cc2C1=O	-1.2
Cc1ccc(S(=O)(=O)Nc2ccc3c(c2)CC(=O)N([C@H](C)CO)C[C@@H](C)[C@@H](CN(C)C(=O)Nc2ccc(F)cc2)O3)cc1	0.9
C[C@@H]1CN([C@@H](C)CO)C(=O)c2cc(NC(=O)CCCCCC(=O)Nc3ccccc3N)ccc2O[C@@H]1CN(C)C(=O)Nc1ccc(C(F)(F)F)cc1	-2.1
C[C@@H]1CN([C@@H](C)CO)C(=O)c2cc(NC(=O)CCC(F)(F)F)ccc2O[C@@H]1CN(C)Cc1ccc(C(=O)Nc2ccccc2N)cc1	-2.8
C[C@H]1CCCCO[C@H](CN(C)CC2CC2)[C@@H](C)CN([C@@H](C)CO)C(=O)c2cc(NC(=O)c3ccccc3)ccc2O1	0.3
CO[C@H]1CC[C@H]2CCN(C)C(=O)[C@H](C)[C@@H](OC)CN(C)C(=O)c3cc(C#N)ccc3OC[C@@H]1O2	-1.6
CCC(=O)N1[C@H](CO)[C@@H](c2ccc(C3=CCCC3)cc2)[C@H]1CNC(=O)CN(C)C	-1.1
C[C@@H]1CCCCO[C@H](CN(C)C(=O)c2ccccc2)[C@@H](C)CN([C@@H](C)CO)C(=O)c2cc(NS(=O)(=O)c3cn(C)cn3)ccc2O1	2.1
C[C@@H]1CCCCO[C@H](CN(C)CC2CCCCC2)[C@H](C)CN([C@H](C)CO)C(=O)c2cc(NS(=O)(=O)c3ccc(Cl)cc3)ccc2O1	6.9

3 consecutive compounds from above, for reference:
SMILES	BioA inh
CCC(=O)N1[C@H](CO)[C@@H](c2ccc(C3=CCCC3)cc2)[C@H]1CNC(=O)CN(C)C	-1.1
C[C@@H]1CCCCO[C@H](CN(C)C(=O)c2ccccc2)[C@@H](C)CN([C@@H](C)CO)C(=O)c2cc(NS(=O)(=O)c3cn(C)cn3)ccc2O1	2.1
C[C@@H]1CCCCO[C@H](CN(C)CC2CCCCC2)[C@H](C)CN([C@H](C)CO)C(=O)c2cc(NS(=O)(=O)c3ccc(Cl)cc3)ccc2O1	6.9

Remaining list, next part.
SMILES	BioA inh
Cc1ccc(S(=O)(=O)Nc2ccc3c(c2)C(=O)N([C@H](C)CO)C[C@H](C)[C@@H](CN(C)S(=O)(=O)c2cn(C)cn2)OCCCC[C@H](C)O3)cc1	0.1
CC(C)NC(=O)Nc1ccc2c(c1)CC(=O)N([C@@H](C)CO)C[C@H](C)[C@@H](CN(C)Cc1ccc(C(=O)O)cc1)O2	-3.6
CCC(=O)N[C@H]1CC[C@H](CCNS(=O)(=O)c2ccc(Cl)cc2)O[C@H]1CO	-2.8
Cc1ccc(S(=O)(=O)Nc2ccc3c(c2)C(=O)N([C@@H](C)CO)C[C@@H](C)[C@@H](CN(C)C(=O)Cc2ccccc2)OCCCC[C@H](C)O3)cc1	1.1
C[C@@H]1CN([C@H](C)CO)C(=O)Cc2cc(NC(=O)c3ccncc3)ccc2O[C@@H]1CN(C)Cc1ccncc1	-1.1
CCCC#Cc1cnc2c(c1)C(=O)N([C@H](C)CO)C[C@@H](C)[C@H](CN(C)Cc1ccc(F)cc1)O2	1.9
COCCOC(=O)N1C(=O)[C@@]2(c3cc(C#CCC(C(=O)OC)C(=O)OC)ccc31)[C@H](C(=O)Nc1nc3ccccc3s1)[C@H]1C(=O)O[C@H](c3ccccc3)[C@H](c3ccccc3)N1[C@@H]2c1ccccc1OCCO	-0.7
O=C(CN1CCOCC1)NCC[C@H]1CC[C@@H](NC(=O)c2ccccc2F)[C@@H](CO)O1	0.0
CO[C@@H]1CC[C@@H]2CCN(C)C(=O)[C@H](C)[C@H](OC)CN(C)C(=O)c3cc(C#N)ccc3OC[C@H]1O2	-1.7
COc1ccc(NC(=O)N(C)C[C@H]2Oc3ccc(NC(=O)CCN4CCOCC4)cc3C(=O)N([C@@H](C)CO)C[C@@H]2C)cc1	-1.7
COc1ccc(S(=O)(=O)N(C)C[C@@H]2Oc3ccc(NC(=O)C4CCCCC4)cc3C(=O)N([C@H](C)CO)C[C@@H]2C)cc1	-3.9
C[C@H]1CN([C@@H](C)CO)C(=O)c2cc(N(C)C)ccc2O[C@@H]1CN(C)S(=O)(=O)c1ccc(F)cc1	2.8
CCS(=O)(=O)N1[C@H](CO)[C@H](c2ccc(C3=CCCCC3)cc2)[C@@H]1C#N	-0.1
CC(C)NC(=O)N(C)C[C@H]1Oc2c(NC(=O)NC3CCCCC3)cccc2C(=O)N([C@@H](C)CO)C[C@H]1C	1.7
CC(C)CC#Cc1ccc2c(c1)O[C@@H](CN(C)CC1CCOCC1)[C@@H](C)CN([C@H](C)CO)S2(=O)=O	1.7
CCC(=O)N(C)C[C@@H]1Oc2cc(C#CCN(C)C)ccc2S(=O)(=O)N([C@@H](C)CO)C[C@@H]1C	0.0
CCCN(C)C[C@@H]1Oc2cc(-c3ccc(C)cc3)ccc2S(=O)(=O)N([C@H](C)CO)C[C@@H]1C	-1.4
CC(C)NC(=O)N(C)C[C@H]1Oc2ccc(N(C)C)cc2CC(=O)N([C@@H](C)CO)C[C@H]1C	-1.4
OC[C@H]1[C@@H](c2ccc(C#Cc3ccccc3)cc2)[C@H]2CN(Cc3cncnc3)CCCCN21	-3.3
Cc1noc(C)c1S(=O)(=O)Nc1ccc2c(c1)CC(=O)N([C@H](C)CO)C[C@H](C)[C@H](CN(C)S(=O)(=O)c1c(C)noc1C)O2	0.0

Among those listed so far, 4 contain a cyano group.
SMILES	BioA inh
N#C[C@H]1[C@@H](c2ccccc2)[C@@H](CO)N1C(=O)c1ccccc1F	-0.4
CO[C@H]1CC[C@H]2CCN(C)C(=O)[C@H](C)[C@@H](OC)CN(C)C(=O)c3cc(C#N)ccc3OC[C@@H]1O2	-1.6
CO[C@@H]1CC[C@@H]2CCN(C)C(=O)[C@H](C)[C@H](OC)CN(C)C(=O)c3cc(C#N)ccc3OC[C@H]1O2	-1.7
CCS(=O)(=O)N1[C@H](CO)[C@H](c2ccc(C3=CCCCC3)cc2)[C@@H]1C#N	-0.1

The list continues.
SMILES	BioA inh
C[C@@H]1CN([C@H](C)CO)C(=O)c2cc(NC(=O)Cc3cn(C)c4ccccc34)ccc2O[C@H]1CN(C)Cc1ccc(C(F)(F)F)cc1	-1.1
O=C(Cc1ccccc1)N[C@@H]1CC[C@H](CC(=O)N2CCCCC2)O[C@@H]1CO	-1.0
Cc1ccc(S(=O)(=O)N(C)C[C@H]2Oc3c(NC(=O)c4ccncc4)cccc3C(=O)N([C@@H](C)CO)C[C@@H]2C)cc1	-1.4
CN1c2ccc(Br)cc2[C@@H]2[C@@H](CCN2C(=O)C2CC2)[C@@H]1CO	6.2
C[C@@H]1CN([C@@H](C)CO)C(=O)c2cc(NS(=O)(=O)c3cn(C)cn3)ccc2O[C@@H](C)CCCCO[C@@H]1CN(C)C(=O)c1ccncc1	-1.2
CN(C)CC(=O)N[C@H]1CC[C@@H](CC(=O)NCCN2CCCCC2)O[C@@H]1CO	-1.8
CO[C@@H]1CN(C)C(=O)c2ccc(NC(=O)C3CCC3)cc2OC[C@@H](C)N(C(=O)CN(C)C)C[C@@H]1C	-3.9
C[C@H]1CN([C@@H](C)CO)C(=O)c2cc(NC(=O)Cc3cn(C)c4ccccc34)ccc2O[C@H]1CN(C)CC1CC1	0.9
C[C@H]1CN([C@@H](C)CO)C(=O)c2cccc(NC(=O)Nc3ccccc3)c2O[C@H]1CN(C)Cc1ccc(C(=O)O)cc1	-7.2
C[C@H]1CN([C@@H](C)CO)S(=O)(=O)c2ccc(-c3ccc(C(=O)N(C)C)cc3)cc2O[C@H]1CN(C)C	21
C[C@H](CO)N1C[C@H](C)[C@@H](CN(C)Cc2ccc(C(=O)O)cc2)Oc2ccc(N(C)C)cc2C1=O	0.5
CCCC#Cc1cnc2c(c1)C(=O)N([C@H](C)CO)C[C@H](C)[C@@H](CN(C)C(=O)c1cnccn1)O2	-1.0
CC(C)NC(=O)Nc1ccc2c(c1)C(=O)N([C@H](C)CO)C[C@@H](C)[C@H](CN(C)C(=O)Cc1ccccc1)OCCCC[C@@H](C)O2	0.8
O=C(O)C[C@@H]1C[C@@H]2c3cc(NC(=O)Nc4ccc(C(F)(F)F)cc4)ccc3O[C@@H]2[C@H](CO)O1	0.2
Cc1ccccc1-c1cnc2c(c1)C(=O)N([C@H](C)CO)C[C@@H](C)[C@@H](CN(C)Cc1cncnc1)O2	2.3
CC(=O)N(C)C[C@H]1[C@H](c2ccc(-c3ccccc3)cc2)[C@@H](CO)N1C(=O)C1CC1	0.9
CS(=O)(=O)N1[C@H](C#N)[C@@H](c2ccc(C#Cc3cccc(F)c3)cc2)[C@H]1CO	0.6
CNC[C@H]1OCCCC[C@@H](C)Oc2ccc(NC(=O)Nc3cccc4ccccc34)cc2C(=O)N([C@@H](C)CO)C[C@@H]1C	-5.3
C[C@@H]1CN([C@@H](C)CO)C(=O)c2cc(NS(C)(=O)=O)ccc2O[C@@H]1CN(C)Cc1ccc(Cl)c(Cl)c1	-0.4

In the list so far, these contain a COOH group:
SMILES	BioA inh
CC(C)NC(=O)Nc1ccc2c(c1)CC(=O)N([C@@H](C)CO)C[C@H](C)[C@@H](CN(C)Cc1ccc(C(=O)O)cc1)O2	-3.6
C[C@H]1CN([C@@H](C)CO)C(=O)c2cccc(NC(=O)Nc3ccccc3)c2O[C@H]1CN(C)Cc1ccc(C(=O)O)cc1	-7.2
C[C@H](CO)N1C[C@H](C)[C@@H](CN(C)Cc2ccc(C(=O)O)cc2)Oc2ccc(N(C)C)cc2C1=O	0.5
O=C(O)C[C@@H]1C[C@@H]2c3cc(NC(=O)Nc4ccc(C(F)(F)F)cc4)ccc3O[C@@H]2[C@H](CO)O1	0.2

Assay outcomes from PubChem.
